# Screening data deposited in PubChem BioAssay by several laboratories.
# Pemphigus Ab inh – human desmoglein-3 autoantibody binding inhibition; DSG3-coupled beads, scFv-anti-DSG3-GFP binding, flow cytometry; stronger effect = lower value; P32926; AID 588358; 310,000 compounds, 0.48% hits; binding (percent of control), % at 10 µM;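 active means binding more than 3 SD below its plate's average and above zero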;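 further: hits lower antibody fragment binding to DSG3; some compounds called inactive have numbers as strong as hits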
# Target sequence (P32926 whole entry, looked up, the tested form may be a part): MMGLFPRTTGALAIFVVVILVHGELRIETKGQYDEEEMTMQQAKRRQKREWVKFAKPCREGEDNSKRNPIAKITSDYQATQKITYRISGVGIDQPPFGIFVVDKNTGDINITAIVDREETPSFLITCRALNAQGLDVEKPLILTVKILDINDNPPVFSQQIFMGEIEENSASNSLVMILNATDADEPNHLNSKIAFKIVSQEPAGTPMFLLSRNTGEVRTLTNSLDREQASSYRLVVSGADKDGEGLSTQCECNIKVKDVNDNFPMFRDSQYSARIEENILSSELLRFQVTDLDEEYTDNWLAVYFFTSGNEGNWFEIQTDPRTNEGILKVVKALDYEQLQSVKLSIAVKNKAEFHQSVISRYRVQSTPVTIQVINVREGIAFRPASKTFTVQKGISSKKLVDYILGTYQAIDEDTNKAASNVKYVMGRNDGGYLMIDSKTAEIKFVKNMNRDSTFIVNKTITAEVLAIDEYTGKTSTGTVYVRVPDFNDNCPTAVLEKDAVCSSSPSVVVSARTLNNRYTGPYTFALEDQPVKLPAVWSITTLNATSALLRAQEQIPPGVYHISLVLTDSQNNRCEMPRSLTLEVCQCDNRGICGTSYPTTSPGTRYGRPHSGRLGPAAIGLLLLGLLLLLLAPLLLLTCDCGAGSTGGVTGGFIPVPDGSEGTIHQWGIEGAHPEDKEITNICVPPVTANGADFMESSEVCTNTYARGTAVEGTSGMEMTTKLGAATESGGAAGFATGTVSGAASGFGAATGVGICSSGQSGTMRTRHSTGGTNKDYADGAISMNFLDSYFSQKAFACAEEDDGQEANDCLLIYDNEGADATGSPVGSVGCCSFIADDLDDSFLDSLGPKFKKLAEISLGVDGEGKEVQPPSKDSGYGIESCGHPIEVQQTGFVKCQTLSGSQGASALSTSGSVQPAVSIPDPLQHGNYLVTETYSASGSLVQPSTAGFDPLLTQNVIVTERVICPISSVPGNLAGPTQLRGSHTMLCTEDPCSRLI
# E coli growth – bacterial growth inhibition, counter-screen for AddAB inhibitors. E. coli V3065 growth, OD600 absorbance, 18 h. 330,000 compounds, 0.27% hits. AID 449728. inhibition, % at 11.9 µM;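 active means inhibition above the campaign's mean inhibition across all tested compounds plus 3 SD, cut at about 9.9% in these data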;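 further: uninfected addAB+ strain grown without phage in ampicillin broth; 0% = DMSO wells and 100% = ciprofloxacin 0.95 µg/ml wells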
# PKA-R1A act – PKA-R1A complex activation | P00514+P68181 | PKA-R1A dissociation, Cy5-IP20 fluorescence polarization; scaled: DMSO 0%, 113 µM cGMP 100% | activation, % at 11.4 µM | 340,000 compounds, 0.083% hits | AID 504707;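 active means percent activation above the mean of all tested compounds plus 3 SD, cut at about 19% in these data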;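 further: higher means more PKAc released from R1A so a rise in polarization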
# OPRM1-OPRD1 ag – OPRM1-OPRD1 heterodimerization agonism. cells, luminescence. activation, % at 9.3 µM. 340,000 compounds, 0.3% hits. AID 504326; in the data active means activation above about 18%;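 further: 0% = vehicle-treated cells and 100% = reference agonist; values of inactives mirror those of a sister screen read the other way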
# HTR5A ag – counter-screen for OPRM1-OPRD1 agonists: human HTR5A agonism | HTR5A agonist assay, luminescence, cell-based | activation, % at 9.3 µM | 340,000 compounds, 0.61% hits; in the data active means activation mostly above about 9.5%, no sharp cut-off; inactive means mostly below about 7.6%;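 further: 0% = cells with vehicle only and 100% = reference agonist; strong numbers were not always called active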
# PfHsp90 set2 – inhibits growth of yeast expressing Plasmodium falciparum Hsp90; S. cerevisiae expressing PfHsp90, BacTiter-Glo ATP, 48 h; yeast lacking PDR1 and PDR3 efflux regulators; inhibition, % at 9.4 µM; 310,000 compounds, 0.32% hits; AID 504621;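 active means every replicate shows inhibition above about 80%, whatever the replicate mean, limit read from the data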;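 further: 0% = DMSO neutral controls and 100% = 20 µM radicicol positive controls; yeast relying on Plasmodium falciparum Hsp90 in place of its own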
# AddAB inh – less growth of phage-infected E. coli with AddAB; inhibition, % at 11.9 µM; 330,000 compounds, 0.29% hits; E. coli expressing H. pylori AddAB, absorbance growth; in the data active means inhibition above about 12%;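 further: 0% = vehicle wells of infected cells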
# OPRM1-OPRD1 inv – inverse agonist of human OPRM1-OPRD1 heterodimerization; P35372+P41143; cell-based MOR-DOR heterodimer luminescence, inverse agonism; inhibition, % at 9.3 µM; 340,000 compounds, 0.21% hits; in the data active means inhibition above about 22%, passing the limit was not always enough;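 further: 0% = cells with DMSO and 100% = wells without cells with DMSO; values of inactives mirror those of a sister screen read the other way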
# phage Ecoli inh – E. coli growth loss with phage present | growth absorbance | inhibition, % at 11.9 µM | 360,000 compounds, 0.26% hits; in the data active means inhibition above about 11%
# HTR5A inv ag – inverse agonist of human HTR5A in OPRM1-OPRD1 counter-screen. P47898. inhibition, % at 9.3 µM. AID 504634. 340,000 compounds, 0.083% hits. HTR5A cell line, luminescence, inverse agonism; in the data active means inhibition mostly above about 23%, no sharp cut-off; inactive means mostly below about 18%;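 further: 0% = cells with DMSO and 100% = no-cell wells with DMSO; some compounds called inactive have numbers as strong as hits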
# SUMO Mot1 rescue – inhibitors of SUMOylation pathway: yeast Mot1-301 growth rescue; S. cerevisiae Mot1-301 growth rescue, ATP luminescence, 38.5C; percent above DMSO median, 100 means doubled; growth rescue, % at 18.8 µM; 320,000 compounds, 1% hits; AID 2716;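 active means every valid replicate shows activation above 250% relative to neutral control wells; inactive means the rest, any valid replicate at or below 250%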;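 further: OY570 slx delta 5 strain wells were the positive control but not used for scaling; some compounds called inactive have numbers as strong as hits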
# An asterisk follows results filed as active; . = no result given.
smiles	Pemphigus Ab inh	OPRM1-OPRD1 ag	E coli growth	HTR5A inv ag	OPRM1-OPRD1 inv	PKA-R1A act	HTR5A ag	PfHsp90 set2	AddAB inh	SUMO Mot1 rescue	phage Ecoli inh
O=c1[nH]c2ccccc2cc1-c1nnn(-c2ccc(F)cc2)n1	101	0.4	-1.9	-2	-2	2	0	2	0.9	2	0.5
O=[n+]1c2c(n([O-])c3cc(F)c(N4CCCC4)cc31)CCC2	100	-3.5	-0.1	-12	15	-2	4	-19	0.5	-5	2.0
Cc1cccn2c(=O)c(/C=C(\C#N)C(=O)NC3CCS(=O)(=O)C3)c(N3CC(C)OC(C)C3)nc12 (stereo unspecified)	110	-0.4	-0.1	9	2	-2	-4	8	2.1	-27	0.7
CCOC(=O)c1ccc(NC(=S)N(CCN2CCCCCC2)Cc2ccco2)cc1	132	5.5	1.8	15	-28	1	-2	.	-2.4	-22	0.4
CC(C)(C)C(=O)Nc1cc(NC(=O)C(C)(C)C)cc(C(=O)Nc2cc(C(=O)O)cc(C(=O)O)c2)c1	127	-0.9	-1.1	-11	5	-10	4	-1	0.5	-1	4.0
CC(=O)Nc1cccc(NC(=O)Nc2ccc(C(C)=O)cc2)c1	105	0.1	-1.5	-1	-1	10	-3	41	-1.7	-18	1.5
COc1cc(/C=N/NC(=O)c2cc[n+]([O-])cc2)ccc1O	.	0.8	1.9	19	-6	-7	-7	-72	2.2	-1	0.0
CCOC(=O)c1c(NC(=O)Cn2cc([N+](=O)[O-])cn2)sc2c1CCC2	99	1.2	1.2	6	-8	12	-2	1	2.3	0	0.6
Nc1nc(-c2cccc(F)c2)cs1	97	-1.6	-1.1	7	8	-4	-3	22	3.1	-4	5.6
CC(C)C(=O)NC(C)C(c1cccs1)N1CCN(c2ccccc2)CC1 (stereo unspecified)	116	30*	1.7	-29	-177	2	7	17	-0.8	361	1.9
c1ccc(Cn2ccnc2-c2ccco2)cc1	88	-0.9	0.8	-11	5	3	0	5	-0.4	1	1.0
COC(=O)C1=C(N)Oc2cc(C)n(CC3CCCO3)c(=O)c2C1c1ccccc1OC (stereo unspecified)	98	-3.3	0.7	-5	16	5	2	22	0.5	6	1.8
CCOC(=O)c1cc(C(=O)NNC(=O)c2cccc([N+](=O)[O-])c2)c(C)nc1C	98	0.7	.	22	-5	-1	-4	.	.	.	3.4
CCOC(=O)Nc1ccc2c(c1)N(C(=O)CN(CC)CC)c1ccccc1CC2	107	-3.1	.	4	15	14	-1	8	.	-18	1.9
CC(C)NC(=O)N(C)C[C@H]1Oc2c(cccc2N(C)C)C(=O)N([C@H](C)CO)C[C@@H]1C	104	-1.3	-0.7	-8	7	-1	3	-12	0.6	-11	3.7
O=C(COC(=O)CCC(=O)c1cccs1)NCCc1ccccc1	122	-2.5	2.8	-2	12	8	0	-7	2.7	-5	3.2
COc1ccc(C2=NNC(c3cccs3)=Nc3ccc(OC)cc32)cc1	105	-2.0	0.8	-27	12	5	-1	1	1.0	10	2.7
Cc1ccc(S(=O)(=O)N2CCC(C(=O)NCCc3ccccn3)CC2)cc1	103	-0.8	-1.6	21	4	0	0	23	1.2	11	0.9
Cc1ccc(C)c(NC(=O)CSc2nc(C)cs2)c1	105	-2.2	-0.5	-1	9	-1	1	3	1.1	36	2.8
Cc1ccc(NC(=S)N(Cc2cccs2)Cc2cc3cc(C)ccc3[nH]c2=O)cc1	80	-1.8	0.2	20	8	-1	-1	-5	4.2	-7	0.1
COc1ccc(CN2CCNC(=O)C2CC(=O)NCc2cn[nH]c2-c2ccccc2)c(F)c1 (stereo unspecified)	.	-2.2	-1.4	6	12	-15	-2	23	0.5	6	1.8
O=C(NCc1ccccc1)C(=O)NCC1OCCN1S(=O)(=O)c1ccc([N+](=O)[O-])cc1 (stereo unspecified)	90	6.5	4.4	11	-47	-1	-4	.	1.9	-3	3.4
Oc1ccccc1C=NC(c1ccccc1)C(O)c1ccccc1 (stereo unspecified)	92	-3.0	1.5	2	16	-4	0	-2	0.4	13	2.0
CN(C)c1nc(N)nc(Cn2nnc(-c3ccc(C(F)(F)F)cc3)n2)n1	113	1.4	3.1	1	-7	0	0	.	0.5	33	2.3
CCc1ccc(OCC(=O)Nc2ccc3[nH]ncc3c2)cc1	100	-0.1	-2.3	3	0	2	-1	-6	-0.2	3	1.1
CCOc1ccc(-n2c(Cc3cc(=O)[nH]c(=O)[nH]3)nnc2SCC(=O)NC2CCCC2)cc1	105	-1.1	0.2	-1	6	-9	1	.	4.6	54	2.1
CCOC(=O)C(=CNCC(=O)OC)C(=O)OCC	102	-3.3	-1.1	-6	16	4	2	-4	2.5	10	-0.4
Cc1cc(CNC(=O)COc2ccc(C#N)cc2)c2ccccc2n1	105	0.2	0.3	5	-2	7	-7	-18	-0.2	-2	0.2
Cc1ccccc1N=C1C(=O)Nc2ccccc21	96	-11	.	6	56*	-6	-2	-21	.	.	1.7
COC(=O)c1oc2ccccc2c1-n1cccc1	103	5.4	-2.6	-11	-27	-2	1	-6	-0.3	-2	0.2
O=C1CCC(C(=O)N2CCN(c3ccccc3Cl)CC2)CN1CC1CCCCC1 (stereo unspecified)	110	-1.6	-0.1	-18	9	-7	-2	1	4.9	8	3.7
Cc1ccc(S(=O)(=O)NCCC(=O)N2CCN(c3cccc(Cl)c3)CC2)cc1C	97	2.0	0.1	9	-11	-7	5	-13	3.1	-3	0.9
CC(C(=O)Nc1ccc2c(c1)OCO2)N1CCC(N2CCCCC2)CC1 (stereo unspecified)	.	-4.2	-1.8	6	17	-9	-2	11	0.2	-11	1.8
CN(Cc1nc(-c2ccccc2)no1)C(=O)c1ccc2c(c1)OCO2	98	-0.6	0.4	18	4	-8	-7	.	6.0	6	1.2
COc1ccc(N2CC(C(=O)OC(C)C(=O)c3ccccc3)CC2=O)cc1 (stereo unspecified)	99	-3.4	0.1	3	18	-11	-1	-7	-0.7	-12	3.7
CCN(C(=O)COC(=O)c1oc2ccc(OC)cc2c1C)C1CCCCC1	98	1.0	0.2	14	-7	0	-5	5	0.0	-2	2.0
CC1(c2ccc(Cl)cc2Cl)OCC(Cn2ccnc2)O1 (stereo unspecified)	101	-2.7	-0.2	6	11	-10	-3	11	2.7	-3	-0.8
F[B-](F)(F)c1cc2ccccc2s1	117	-3.5	.	-10	16	0	3	-2	.	.	2.5
O=C(CCNS(=O)(=O)c1cccs1)N1CCN(c2cccc(Cl)c2)CC1	114	1.6	-3.0	-20	-13	1	7	-1	1.9	-8	-0.1
CCCNC(=O)c1ccc(CN2CCc3ccccc3C2)cc1	102	-2.3	1.7	8	9	-14	3	25	4.3	-20	2.9
O=C(NCCNC(=O)c1cc(OCC(F)(F)F)ccc1OCC(F)(F)F)Nc1ccc(OC(F)(F)F)cc1	.	3.4	1.2	-3	-17	-8	1	.	-1.5	-2	1.1
CN1CCN(C(=O)/C(=C\c2ccc3c(c2)OCO3)NC(=O)c2cccs2)CC1	102	-0.9	-4.6	4	5	-2	4	-34	-1.6	3	2.6
CN(C)c1ncc(S(=O)(=O)c2ccccc2)c(=O)[nH]1	96	-2.5	-1.9	4	13	-4	-1	19	-1.7	212	-0.5
Cc1cc(C)cc(NC(=O)CCN2C(=O)c3ccccc3S2(=O)=O)c1	99	-0.9	-0.5	-12	5	-1	4	12	1.3	-3	1.9
Oc1c(CN2CCc3ccccc3C2)cc(Cl)c2cccnc12	101	0.5	0.2	2	-3	-6	-1	102*	11	25	.
COc1ccc(CC(=O)c2ccc(OC3OC(CO)C(O)C(O)C3O)cc2O)cc1 (stereo unspecified)	95	-2.2	2.7	13	12	-8	-3	-5	0.8	-27	4.8
COCCNC(=S)Nc1ccc2nc(N3CCOCC3)cc(C)c2c1	100	0.5	-1.3	12	-3	8	-3	-9	1.6	-22	-0.6
NC1=NN(c2ccccc2)C(=O)C1	95	-0.8	.	19	4	-3	-5	-16	.	.	1.9
CCOc1ccc(NC(=O)CC(Cc2ccc(Cl)cc2)C(=O)O)cc1 (stereo unspecified)	87	-2.6	3.2	11	12	-7	-3	25	0.8	178	1.4
Cc1nnc(Cl)c2nn(-c3ccccc3F)c(C)c12	106	0.8	-0.6	6	-4	-1	4	-26	-0.7	23	2.4

# Following part
smiles	Pemphigus Ab inh	OPRM1-OPRD1 ag	E coli growth	HTR5A inv ag	OPRM1-OPRD1 inv	PKA-R1A act	HTR5A ag	PfHsp90 set2	AddAB inh	SUMO Mot1 rescue	phage Ecoli inh
Cc1ccc(S(=O)(=O)Cn2nnnc2C(CC(C)C)N2CCC(C(N)=O)CC2)cc1 (stereo unspecified)	.	1.0	0.6	1	-7	-10	6	18	5.7	-40	-0.1
Cc1c(C(=O)Nc2ccc(-c3nnc4n3CCCCC4)cc2)oc2c1ccc1ccccc12	81	1.4	-0.3	-26	-7	-26	8	-21	0.9	12	3.2
CC(C)c1ccc(N(C(=O)c2ccco2)C(C(=O)NC2CCCC2)c2cccnc2)cc1 (stereo unspecified)	109	-4.5	-0.9	2	24	2	-1	-28	1.5	-25	1.8
COc1cc2c(cc1OC)[C@@H](NC(=O)C(C)C)[C@H](OCc1ccccc1)C2	100	-2.2	-0.7	-9	11	-7	2	-10	-1.1	.	1.8
Cc1ccc(C(C[N+](=O)[O-])n2nc(C)cc2C)cc1 (stereo unspecified)	104	0.5	1.2	6	-3	-9	3	8	4.0	624*	2.5
Cc1ccc(S(=O)(=O)N2CCOC2CNC(=O)C(=O)NCCc2ccc(S(N)(=O)=O)cc2)cc1 (stereo unspecified)	90	-0.1	3.2	-14	1	-8	4	5	-0.1	69	-0.3
CC(C)(C)NC(=O)COc1coc(CN2CCN(C(=O)c3ccco3)CC2)cc1=O	111	-2.1	0.9	7	12	1	-3	6	1.6	2	2.9
CCn1c(-c2cccnc2Cl)nc2cc(C)c(C)cc21	88	-3.5	-2.2	22	17	-4	1	50	0.7	6	2.8
COc1cccc(-c2cc(C(=O)NCC3CCCO3)c3cc(C)cc(C)c3n2)c1 (stereo unspecified)	99	-3.0	-1.1	9	15	-12	-4	-25	4.6	-7	0.7
Cc1ccc(S(=O)(=O)N2CCC(C(=O)N3CCCC3C(=O)N[C@@H](CC(C)C)C(=O)NCC(N)=O)CC2)cc1 (stereo partly specified)	98	-2.1	-1.8	-13	12	2	2	-5	-0.3	330	-1.4
COCCN(C(=O)Nc1ccc(F)cc1F)c1nc2ccccc2s1	98	-3.1	-1.6	-7	14	-22	2	2	2.2	-6	0.2
O=C(CSc1ncccn1)N1CCN(C(c2ccccc2)c2ccccc2)CC1	96	-2.6	1.4	4	11	0	-1	-9	-0.2	-3	1.4
